High-throughput results from PubChem BioAssay.
D2 PAM: D2 dopamine receptor (human) potentiation. HEK293 T-REx D2, calcium flux, EC20 dopamine potentiation. potentiation, % at 10 µM. hit rate 0.34% among 340,000. AID 485347;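 active = potentiation over 3 SD above the plate norm, cut at about 30% in these data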; also: 0% is about no effect
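Tetracycline-induced HEK293 T-REx cells force-coupled to calcium signalling expressed D2; compounds were pin-added after a 10 s baseline, read kinetically 180 s, then an EC20 dopamine challenge followed with a further 180 s calcium read.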
D1 antag: human D1 dopamine receptor antagonism | P21728 | hit rate 3.2% among 360,000 | HEK293 TREx D1 cells, calcium flux, dopamine EC80; hits give low values | activity change, negative = inhibition, % at 10 µM | AID 504652; in the data active = activity change below about -30%; also: % is scaled to controls: 0 for no effect and ±100 for the full control effect
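Calcium flux readout: force-coupled, inducible Hek293 Trex D1 line, cells induced overnight at 30 C with tetracycline, dye-loaded 30–90 min at RT. Antagonism scored against EC80 dopamine challenge given 180 s after compound.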
D2 ag: activates the human D2 dopamine receptor. HEK293 T-REx D2 cells, calcium flux agonist mode. activation, % at 2 µM. hit rate 0.53% among 340,000. P14416;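 active = activation over 3 SD above normal in the single-dose calcium agonist read, cut at about 30% in these data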; also: 0% is about no effect
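HEK293 Trex D2 cells, tetracycline-induced, o/n 30 C 5% CO2; no-wash Ca dye, RT 30–90 min; 10-cycle baseline, 23 nl cpd added, kinetic Ca read 180 s; agonist hits = positive Ca response.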
D1 PAM: potentiators of human D1 dopamine receptor; hit rate 0.036% among 360,000; HEK293 TREx D1 cells, calcium flux, dopamine EC20 potentiation; AID 504651; potentiation, % at 10 µM; P21728; in the data active = potentiation above about 30%; also: 0% is about no effect
RXFP1 antag: RXFP1 (human) relaxin receptor antagonism | Q9HBX9 | HEK293-RXFP1, relaxin-stimulated cAMP HTRF, 30 min; hits give low values | activity change, negative = inhibition, % at 57.5 µM | hit rate 0.59% among 350,000;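 active = activity change of -60% or lower, but not beyond a set lower limit; inconclusive = change between -60% and -40%, or beyond the set limit; inactive = change above -40%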; also: % is scaled to controls: 0 for no effect and ±100 for the full control effect
Target sequence (Q9HBX9 whole entry, looked up): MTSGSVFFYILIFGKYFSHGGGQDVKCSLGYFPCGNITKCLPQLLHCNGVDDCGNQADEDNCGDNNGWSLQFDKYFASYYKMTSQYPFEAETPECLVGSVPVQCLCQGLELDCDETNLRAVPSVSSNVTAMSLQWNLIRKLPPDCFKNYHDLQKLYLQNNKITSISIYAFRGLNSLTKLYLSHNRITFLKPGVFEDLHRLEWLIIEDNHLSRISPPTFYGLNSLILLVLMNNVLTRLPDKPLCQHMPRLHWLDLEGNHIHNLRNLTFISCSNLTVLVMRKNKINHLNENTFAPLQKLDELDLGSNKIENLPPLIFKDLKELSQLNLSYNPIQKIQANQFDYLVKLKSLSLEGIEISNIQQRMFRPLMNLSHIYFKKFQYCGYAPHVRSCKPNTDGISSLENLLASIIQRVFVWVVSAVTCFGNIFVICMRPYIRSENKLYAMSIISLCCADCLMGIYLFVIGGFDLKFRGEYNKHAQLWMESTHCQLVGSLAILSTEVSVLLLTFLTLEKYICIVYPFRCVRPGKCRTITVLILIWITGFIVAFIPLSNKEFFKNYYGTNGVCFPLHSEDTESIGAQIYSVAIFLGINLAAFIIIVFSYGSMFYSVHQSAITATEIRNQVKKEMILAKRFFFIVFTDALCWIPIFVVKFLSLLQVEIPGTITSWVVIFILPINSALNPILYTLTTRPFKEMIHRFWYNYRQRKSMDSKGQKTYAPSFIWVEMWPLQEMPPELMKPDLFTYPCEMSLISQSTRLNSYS
TRHR ag: TRH receptor (human) agonism; P34981; TRHR cells, calcium flux fluo-8, FDSS agonist mode; activation, % at 2 µM; hit rate 0.18% among 360,000; AID 493084; also: 0% is about no effect
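Read-out: compound-evoked intracellular calcium rise in TRHR cells, fluo-8 dye, kinetic FDSS fluorescence at 1 s/cycle following a 10-cycle baseline. Cells cultured overnight before dye loading (30 min–1.5 h, RT).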
D1 ag: activates the human D1 dopamine receptor; HEK293 T-REx D1 cells, calcium flux, agonist mode; activation, % at 2 µM; hit rate 1% among 360,000; also: 0% is about no effect
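Agonism was scored from calcium flux recorded over 180 s (1 read/s) after pintool compound addition, following a 10-cycle baseline. Cells were inducible force-coupled HEK293 TREx D1, plated overnight at 30 C and loaded with no-wash calcium dye.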
TRHR PAM: TRH receptor (human) allosteric enhancement. P34981. TRHR cells, fluo-8 calcium fluorescence, EC20 TRH enhancement. enhancement, % at 2 µM. hit rate 0.66% among 360,000; in the data active = enhancement above about 30%; also: 0% is about no effect
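TRHR-expressing cells loaded with fluo-8 calcium dye were read kinetically (ex 480/em 530) during compound addition, then stimulated with an EC20 of TRH (10 nM final). Enhancement of the Gq-mediated intracellular calcium response was scored.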
D2 antag: antagonizes the human D2 dopamine receptor | HEK293 TREx D2 cells, calcium flux, dopamine EC80 | hit rate 2% among 340,000 | inhibition, % at 10 µM; in the data active = inhibition above about 30%; also: 0% is about no effect
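Compounds are added to dye-loaded, induced HEK293 T-REx cells coupled to calcium release via D2; after a 3 min kinetic read an EC80 dopamine stimulus is given and fluorescence is recorded for 3 more min.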
Numbers without * were called inactive; ? = inconclusive; nt = no result given. Rule as the data show it, unless noted: active = activation above about 30%; inactive = the rest.

item	mol	D2 PAM	D1 antag	D2 ag	D1 PAM	RXFP1 antag
1	O=C(NC1CC1)c1cc(=O)c2ccccc2o1	11	2	-1.7	-1	1
2	COc1ccc(CCC(=O)NNC(=O)c2ccccn2)cc1OC	3	-15	-1.0	-8	-6
3	COc1ccc(C(=O)Nc2ccc(NC(=O)CSc3nnc(-c4ccncc4)n3C)cc2)cc1	0	8	0.6	0	2
4	O=C(CSc1n[nH]c(=O)n1C1CC1)Nc1cc(Cl)ccc1Oc1ccccc1	9	1	0.0	-6	-6
5	COc1cc2cc3c(N)c(C(=O)NCc4ccco4)sc3nc2cc1OC	-4	-4	-0.6	1	-7
6	Fc1ccccc1Nc1n[nH]c(=S)s1	-4	-13	0.8	2	?
7	CCOC(=O)C(=O)NCC(c1ccco1)S(=O)(=O)c1cccs1 (stereo not drawn)	2	16	0.0	4	11
8	O=C(O)c1ccc(Cl)c(S(=O)(=O)N2CCC(Cc3ccccc3)CC2)c1	18	-11	-0.5	6	0
9	CCN(CC)S(=O)(=O)c1ccc(NS(=O)(=O)c2cccs2)cc1	nt	-9	0.8	-1	7
10	COc1cccc(C=Nc2ccccc2C(=O)Nc2ccccc2)c1O	5	-4	1.0	-4	-6
11	CC(C)C(C)NC(=O)CSc1nnc(-c2c[nH]c3ccccc23)o1 (stereo not drawn)	9	-5	0.5	3	-5
12	Cc1cc(N)ccc1S(C)(=O)=O	nt	-24	nt	-5	-3
13	CC(=O)NC(Cc1ccccc1)C(=O)N1CCN(C(=O)c2ccco2)CC1 (stereo not drawn)	-1	1	0.3	0	5
14	Cc1ccc(Nc2nc(N)nc(CN3CCN(C)CC3)n2)cc1	-8	-3	0.2	-4	2
15	CCOc1ccc(CCNC(=O)C2CCN(c3ccc(N4CCOCC4)nn3)CC2)cc1OCC	10	2	-0.8	3	1

item	TRHR ag	D1 ag	TRHR PAM	D2 antag
1	-0.1	1	7	-8
2	0.1	2	2	2
3	1.4	3	3	-34
4	-0.4	5	13	-5
5	1.1	1	8	-2
6	0.3	3	0	-9
7	0.5	4	0	-4
8	0.5	-3	2	-14
9	-0.2	3	3	10
10	12	1	-4	-7
11	-0.4	1	-4	4
12	-0.5	2	4	nt
13	-0.7	6	1	5
14	-0.1	1	1	18
15	-0.1	2	4	-17

Some of the entries so far, with two lines to a compound:
Sequence of screens – D2 PAM	D1 antag	D2 ag	D1 PAM	RXFP1 antag	TRHR ag	D1 ag	TRHR PAM	D2 antag
1	O=C(NC1CC1)c1cc(=O)c2ccccc2o1
    11	2	-1.7	-1	1	-0.1	1	7	-8
15	CCOc1ccc(CCNC(=O)C2CCN(c3ccc(N4CCOCC4)nn3)CC2)cc1OCC
    10	2	-0.8	3	1	-0.1	2	4	-17
11	CC(C)C(C)NC(=O)CSc1nnc(-c2c[nH]c3ccccc23)o1 (stereo not drawn)
    9	-5	0.5	3	-5	-0.4	1	-4	4

Later entries.
item	mol	D2 PAM	D1 antag	D2 ag	D1 PAM	RXFP1 antag
16	COc1ccc(CCNC(=O)CCc2ccc(S(=O)(=O)NC(C)C)cc2)cc1	0	-4	-2.4	-1	1
17	Cc1cn2c(=O)cc(COC(=O)c3cccc(NC(=O)c4ccc(C(C)(C)C)cc4)c3)nc2s1	6	-3	1.3	0	-19
18	O=C(Nc1ccc(F)cc1Cl)C1CCN(C(=O)Nc2ccccc2)CC1	7	5	1.2	-1	-2
19	COC(=O)c1cc(OC)c(OC)cc1NCC(=O)Nc1ccc(C)cc1	-22	-2	-0.5	4	nt
20	C=CCn1c(Sc2nncn2C)nc2c1c(=O)[nH]c(=O)n2C	-4	-2	-0.1	-4	4
21	COc1ccc(OC)c(Nc2ccc(C(=O)O)cc2[N+](=O)[O-])c1	0	-4	nt	8	-1
22	COC(=O)c1cc2oc(C)cc2n1CC(=O)Nc1ccc(C)cc1C	5	6	-0.3	-2	-2
23	Cc1cccc(NC(=S)NCCc2ccc(Cl)cc2)c1C	6	-8	1.5	4	-6
24	Cc1ccc(C)c(CN2C(=O)c3ccccc3S(=O)c3ccc(C(=O)NCCc4ccc(Cl)cc4)cc32)c1 (stereo not drawn)	8	15	0.5	-2	nt
25	CCn1cc(Cl)c(C(=O)NNC(=O)CCn2cc([N+](=O)[O-])cn2)n1	-8	2	0.4	-5	-10
26	O=C(CSc1ncccn1)N1CCC(Cc2ccccc2)CC1	2	-1	-0.4	-4	5
27	O=C(CCc1ccncc1)N1CCCC(Nc2ccc(F)c(F)c2)C1 (stereo not drawn)	1	21	-0.1	-3	0
28	CCC(=O)Nc1cccc(NC(=S)NC(=O)c2ccc(C)cc2)c1	6	-2	-0.8	-4	-1
29	Cc1ccc(Nc2cc(C(=O)NCCCN3CCOCC3)c3ccccc3n2)cc1C	-5	-23	1.3	-4	-13
30	CNC(=O)c1cc(S(=O)(=O)Nc2ccc(C)cc2C)ccc1C	19	-6	1.0	2	1

item	TRHR ag	D1 ag	TRHR PAM	D2 antag
16	-1.1	1	-1	-13
17	0.2	2	-2	nt
18	0.2	0	-2	-6
19	-0.8	0	2	26
20	-0.4	3	12	1
21	0.1	3	-2	nt
22	-0.3	-1	0	nt
23	-0.3	4	7	-6
24	-0.5	15	7	nt
25	0.3	2	10	1
26	-0.6	-2	0	23
27	-0.3	1	9	18
28	-0.1	2	2	-34
29	1.1	20	3	0
30	0.0	10	2	-8

Further structures:
item	mol	D2 PAM	D1 antag	D2 ag	D1 PAM	RXFP1 antag
31	O=C(CSc1nc2ccc([N+](=O)[O-])cc2[nH]1)c1ccc(Cl)cc1	1	0	-0.3	-4	nt
32	O=C(Nc1cccc2ccccc12)NC1CCCc2ccccc21 (stereo not drawn)	8	-5	0.5	0	-1
33	CCOC(=O)C1CCN(c2ncnc3c2c(-c2ccccc2)cn3-c2ccc(C)cc2)CC1	2	5	0.0	-7	-9
34	COc1ccc(OC)c(CNC(=O)CCc2c(C)nc3c(c2C)c(=O)n(C)c(=O)n3C)c1	-4	0	-0.2	4	nt
35	Cc1cc(C(=O)COC(=O)c2ccc[nH]c2=O)c(C)n1-c1ccccc1F	14	1	-0.8	-10	7
36	Cc1cccn2c(=O)c3cc(C(=O)NCCCn4ccnc4)n(C)c3nc12	2	-3	0.3	8	-7
37	Nc1c(NCCCN2CCOCC2)c2ccccc2oc1=O	20	-4	0.4	0	-3
38	COCCn1c(C)cc(O)c(C(c2ccccc2F)N2CCN(c3ccccc3)CC2)c1=O (stereo not drawn)	-2	-7	24	4	3
39	Cc1cc(C(=O)COC(=O)Cc2n[nH]c(=O)c3ccccc23)c(C)n1CC(F)(F)F	1	-9	-1.2	2	1
40	COc1ccc(N(CC(=O)Nc2cc(C)ccc2C)S(=O)(=O)c2c(C)noc2C)cc1	10	-4	0.5	0	-19
41	CC(=O)c1ccc(N2CCN(C(=O)c3c(-c4ccccc4Cl)noc3C)CC2)cc1	nt	-6	nt	-8	-5
42	CSCCC(NC(=O)/C(=C\c1ccco1)NC(=O)c1ccco1)C(=O)O (stereo not drawn)	nt	40	nt	-2	-5
43	COc1ccc(N(CC(=O)NCc2ccco2)C(=O)CCC(=O)Nc2ccccn2)cc1	2	7	1.4	4	0
44	COc1ccccc1CNC(=O)COC(=O)CCN=C1NS(=O)(=O)c2ccccc21	-4	-14	0.0	-6	-9
45	CCOC(=O)NC(=O)/C(C#N)=N\Nc1cccc(OC)c1	-1	-1	-1.0	0	-9

item	TRHR ag	D1 ag	TRHR PAM	D2 antag
31	1.5	6	-15	-4
32	-0.7	-2	4	-18
33	-0.5	5	2	-12
34	-0.2	-1	-1	nt
35	-0.2	2	-3	-27
36	-1.4	0	0	2
37	-0.6	5	8	4
38	-0.4	2	-6	nt
39	-0.3	0	1	-14
40	0.7	2	-6	12
41	-0.1	1	-5	nt
42	0.2	-3	-2	-3
43	-0.7	1	-5	-4
44	-0.4	2	-3	5
45	-0.1	1	-2	6

Part of the list above, with values under each structure:
Order of values – D2 PAM | D1 antag | D2 ag | D1 PAM | RXFP1 antag | TRHR ag | D1 ag | TRHR PAM | D2 antag
#36 Cc1cccn2c(=O)c3cc(C(=O)NCCCn4ccnc4)n(C)c3nc12
    2 | -3 | 0.3 | 8 | -7 | -1.4 | 0 | 0 | 2
#37 Nc1c(NCCCN2CCOCC2)c2ccccc2oc1=O
    20 | -4 | 0.4 | 0 | -3 | -0.6 | 5 | 8 | 4
#38 COCCn1c(C)cc(O)c(C(c2ccccc2F)N2CCN(c3ccccc3)CC2)c1=O (stereo not drawn)
    -2 | -7 | 24 | 4 | 3 | -0.4 | 2 | -6 | nt
#39 Cc1cc(C(=O)COC(=O)Cc2n[nH]c(=O)c3ccccc23)c(C)n1CC(F)(F)F
    1 | -9 | -1.2 | 2 | 1 | -0.3 | 0 | 1 | -14

Additional records.
item	mol	D2 PAM	D1 antag	D2 ag	D1 PAM	RXFP1 antag
46	O=C(Nc1ccccc1C(=O)O)c1cccc(NS(=O)(=O)c2ccc(Br)cc2)c1	nt	0	nt	3	-8
47	CCOc1ccc(NCc2cccn2-c2nnc(N3CCC(C(=O)NCc4ccc(C)cc4)CC3)s2)cc1	2	-3	-0.6	-3	-8
48	O=C(COc1ccccc1)Nc1cccc(-c2nnc(-c3ccccc3)o2)c1	-1	4	1.9	-1	-4
49	Cc1ccc(CC(=O)Nc2ccc(S(=O)(=O)N3CCOCC3)cc2)cc1	-11	0	-0.6	-2	-14
50	Cc1cc(C)c(S(=O)(=O)N2CCN(C(=O)C(C)Cn3nc(C)nc3C)CC2)c(C)c1 (stereo not drawn)	12	3	1.1	-3	-3
51	CCc1ccc(OCCSc2nc3ccccc3n2CC(=O)N2CCCCC2)cc1	-8	-2	25	-3	nt
52	CC(=O)N(/N=C1\Sc2ccccc2C1=O)c1ccccc1C	25	8	0.3	-4	-7
53	COc1ccc(CCN(C)C(=O)CN2C(=O)c3ccccc3S2(=O)=O)cc1OC	3	-9	0.9	-6	7
54	N#Cc1ccccc1-n1c(N)c(C(=O)N2CCCC2)sc1=S	8	-17	0.3	0	10
55	CC(C)Oc1ccc(C2NC(=O)c3ccccc3O2)cc1 (stereo not drawn)	-9	2	0.9	-3	1
56	Cc1ccc(COc2ccc(C(=O)NN)cc2)cc1	-3	-6	0.5	-5	3
57	Cc1ccc(OCC(=O)NNC(=O)CSc2ncc(C#N)c(N)n2)cc1	-7	-14	-0.2	-5	17

item	TRHR ag	D1 ag	TRHR PAM	D2 antag
46	0.0	2	6	nt
47	-0.1	-1	-7	nt
48	2.3	7	4	4
49	0.3	7	-7	16
50	0.0	0	5	35*
51	-0.6	8	-6	nt
52	-0.2	2	11	13
53	-0.1	-1	3	0
54	-0.5	-1	2	2
55	0.4	2	-3	-2
56	0.5	1	20	-16
57	-0.1	0	-1	-5
